Bioassay records from PubChem BioAssay.
KCNQ1 block: human KCNQ1 channel inhibition. P51787. CHO-K1 KCNQ1, FluxOR thallium flux fluorescence; stronger effect = higher value. B-score at 10 µM. 310,000 tested, 1.3% active;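 active = compounds whose thallium flux B-score, printed positive for inhibition, exceeds three library SD while starting fluorescence stays within three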;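 note: channel opened by potassium depolarization with thallium stimulus after 20 min compound exposure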
KCNQ1 pot: potentiators or activators of human KCNQ1 potassium channel; CHO-K1 KCNQ1, thallium flux FluxOR fluorescence; stronger effect = higher value; B-score at 10 µM; 310,000 tested, 0.35% active; AID 2648;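 active = fluorescence ratio B-score, a plate-corrected score, at least three library SD, with initial intensity B-score within 5 SD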
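assay system = CHO-K1 cells stably expressing KCNQ1 | medium = assay buffer, equal DMSO in all wells | timing = 37 °C overnight plating, 90-min dark dye load, 20-min compound pretreatment | measured by = kinetic FluxOR thallium fluorescence, 10-s 1-Hz baseline, 110-s post-stimulus read | measure = fluorescence change relative to baseline, converted to B score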
TMEM16A act: mouse TMEM16A channel activation, primary screen. Q8BHY3. HEK293 TMEM16A/YFP-H148Q/I152L, iodide quench fluorescence; stronger effect = lower value. B-score at 10 µM. 340,000 tested, 0.3% active. AID 623877;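 active = fluorescence-ratio B-score plate-corrected deviation score at least 3 library SD below zero, with starting fluorescence score within 5 deviations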;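 note: channel opened by trigger with iodide after compound preincubation; score built on the fluorescence ratio of max minus min over baseline; more negative score means more quench and so TMEM16A activation or potentiation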
Dyrk1A ADPGlo: Dyrk1A (rat) kinase inhibition. Q63470. ADP-Glo luminescence, NFATc1 peptide. inhibition, % at 12.5 µM. 310,000 tested, 0.43% active; in the data active = inhibition above about 50%;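 note: plate controls were vehicle with enzyme for no effect and no enzyme for full effect; many of its hits are not listed in these tables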
hERG protect: shields human hERG channel from block by proarrhythmic agents | Q12809 | CHO-hERG, FluxOR thallium flux, dofetilide IC70 present | activation (rescue from dofetilide block), less the hit threshold, % at 10 µM | 310,000 tested, 0.51% active | AID 1511;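 active = activation above the mean of controls blocked by dofetilide plus 5 SD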;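 note: thallium influx through hERG after potassium depolarization seen as dye fluorescence rise; in these data hits start at about 4.7%; inactives centre near -7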
Target sequence (Q12809 whole entry, looked up): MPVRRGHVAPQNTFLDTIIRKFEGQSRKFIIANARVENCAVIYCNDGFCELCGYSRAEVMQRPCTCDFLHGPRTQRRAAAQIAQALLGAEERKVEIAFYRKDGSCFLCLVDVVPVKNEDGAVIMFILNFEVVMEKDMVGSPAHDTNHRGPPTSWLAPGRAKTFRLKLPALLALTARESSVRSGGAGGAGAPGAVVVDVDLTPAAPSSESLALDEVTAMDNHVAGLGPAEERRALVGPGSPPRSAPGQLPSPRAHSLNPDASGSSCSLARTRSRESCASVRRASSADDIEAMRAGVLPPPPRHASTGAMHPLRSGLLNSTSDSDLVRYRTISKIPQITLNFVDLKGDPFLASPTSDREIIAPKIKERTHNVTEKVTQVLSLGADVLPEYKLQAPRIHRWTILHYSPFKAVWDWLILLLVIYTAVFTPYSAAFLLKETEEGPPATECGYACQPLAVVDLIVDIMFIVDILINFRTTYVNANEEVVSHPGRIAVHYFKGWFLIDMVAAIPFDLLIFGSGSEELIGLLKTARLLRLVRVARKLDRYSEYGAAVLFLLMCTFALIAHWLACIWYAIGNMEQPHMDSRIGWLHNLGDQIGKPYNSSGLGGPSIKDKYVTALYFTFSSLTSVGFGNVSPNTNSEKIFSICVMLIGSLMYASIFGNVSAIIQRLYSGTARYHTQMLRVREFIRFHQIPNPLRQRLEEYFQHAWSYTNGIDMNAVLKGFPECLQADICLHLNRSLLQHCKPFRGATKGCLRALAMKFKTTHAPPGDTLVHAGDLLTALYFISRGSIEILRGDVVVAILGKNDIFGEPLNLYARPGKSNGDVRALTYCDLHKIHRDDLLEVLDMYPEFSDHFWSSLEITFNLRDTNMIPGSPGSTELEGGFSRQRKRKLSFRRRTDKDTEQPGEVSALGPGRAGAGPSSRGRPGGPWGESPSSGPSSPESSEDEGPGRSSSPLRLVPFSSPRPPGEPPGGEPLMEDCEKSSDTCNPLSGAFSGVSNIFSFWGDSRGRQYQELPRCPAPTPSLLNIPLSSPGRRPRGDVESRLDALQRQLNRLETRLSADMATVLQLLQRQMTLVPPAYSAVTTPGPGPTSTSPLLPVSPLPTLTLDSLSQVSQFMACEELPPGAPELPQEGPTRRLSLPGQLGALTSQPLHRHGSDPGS
HDAC3 inhib: blocks human histone deacetylase 3. O15379. inhibition, % at 8.3 µM. recombinant HDAC3, fluorogenic peptide/trypsin coupled, fluorescence. 320,000 tested, 0.15% active; in the data active = inhibition above about 26%, passing the limit was not always enough
TRPC4 potent: TRPC4 (mouse) allosteric potentiation. Q9QUQ5. HEK293 TRPC4beta/mu-opioid, DAMGO EC20, Fluo-4 Ca2+ flux; stronger effect = higher value. B-score at 10 µM. 310,000 tested, 0.42% active. AID 2227;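 active = B-score of calcium response area above 5 SD of library B-scores, with initial fluorescence ratio within 5 SD of library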;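 note: B-score of integrated fluorescence ratio over time as area under calcium response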
ANO1 block: inhibitors of mouse TMEM16A calcium-activated chloride channel; HEK293 TMEM16A/YFP iodide influx fluorescence, ionomycin; 310,000 tested, 1.2% active; normalized B-score (activity score, 25-100; higher = stronger inhibition) at 10 µM;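 active = ratio plate-corrected score three or more library SD toward inhibition, starting fluorescence score within five deviations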;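 note: score derived from kinetic fluorescence span divided by baseline fluorescence per well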
KCNK3 block: human KCNK3 channel inhibition, primary screen; B-score at 10 µM; 340,000 tested, 0.84% active; AID 602410; CHO-KCNK3 thallium flux, FluxOR fluorescence; stronger effect = lower value; O14649;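 active = B-score under library mean minus 4 SD, starting fluorescence ratio at most library mean plus 5 SD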;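 note: more negative B-score means stronger inhibition of thallium flux through KCNK3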
TRPC4 act: TRPC4 (mouse) channel activation | 310,000 tested, 0.49% active | AID 2237 | Q9QUQ5 | HEK293 TRPC4beta/mu-opioid, Fluo4 calcium fluorescence; stronger effect = higher value | B-score at 10 µM;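 active = B-score above 5 SD of library B-scores, and initial fluorescence ratio not above library mean plus 5 SD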;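 note: positive B-score marks a calcium rise read as TRPC4 activation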
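System: HEK293 cells stably co-expressing mouse TRPC4beta and mu-opioid receptor; Schedule: Fluo4 dye loading 45 min at room temperature, 110 s recording; Detection: Fluo4 fluorescence, kinetic; Evaluation: B-scored integrated calcium fluorescence ratio; Controls: buffer (low) and maximal DAMGO (high).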
KCNK9 inh: blocks the human KCNK9 two-pore domain potassium channel | 310,000 tested, 1.2% active | B-score at 10 µM | AID 488922 | HEK293 KCNK9, FluxOR thallium flux fluorescence; stronger effect = lower value;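 active = ratio B-score over 3 SD below the library mean, with starting fluorescence within 5 SD of its mean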;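 note: negative B-score means less thallium flux so channel inhibition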
Active calls of the source: *; i = inactive; x = no result given. Some of the compounds tested. The share of hits here may be higher or lower than overall.

SMILES	KCNQ1 block	KCNQ1 pot	TMEM16A act	Dyrk1A ADPGlo	hERG protect	HDAC3 inhib	TRPC4 potent	ANO1 block	KCNK3 block	TRPC4 act	KCNK9 inh
COC(=O)c1ccc(CN2CCN(CCc3ccccc3)C(CCO)C2)cc1 (centres undefined)	i	i	i	-3	-15	-5	i	i	i	i	i
CCOc1ccc(Cn2c(SCCCCC#N)nc3c2c(=O)n(C)c(=O)n3C)cc1OCC	i	i	i	13	-2	7	i	i	i	i	i
COc1ccc(CSc2nc(CSC)cc(N3CCOCC3)n2)cc1	i	i	i	3	-5	-2	i	i	i	i	i
Cc1ccc(-n2c(C)cc(C(=O)OCC(=O)N(CC(C)C)C3CCS(=O)(=O)C3)c2C)cc1 (centres undefined)	i	i	i	3	-12	-4	i	i	i	i	i
CCOc1ccc(-n2nnc3c(=O)n(C/C=C/c4ccccc4)cnc32)cc1	i	i	i	1	-8	0	i	i	i	i	i
CC(C)n1c(Nc2ccccc2)nc2ccccc21	i	i	i	5	-2	1	i	i	i	i	i
FC(F)(F)c1cc(-c2cccs2)nc(NCc2ccco2)n1	i	i	i	3	-8	-2	i	i	i	i	i
O=C(COC(=O)[C@@H]1CC(O)CN1S(=O)(=O)c1ccc2c(c1)OCCO2)NCc1ccc(F)cc1 (some centres undefined)	i	i	i	-2	-20	-1	i	i	i	i	i
O=C(NCCN1CCN(c2ccccc2)CC1)C1CCCN(S(=O)(=O)c2cnc[nH]2)C1 (centres undefined)	i	i	i	3	-4	-4	i	i	i	i	i
O=C1c2ccccc2C(=O)N1Cc1nc2ccccc2c(=O)n1Cc1ccco1	i	i	x	x	-8	3	i	i	x	i	i
COc1cccc(OC)c1C(=O)OCC(=O)NC(=O)NCc1ccccc1	i	i	i	x	-17	-11	i	i	i	i	i
Nc1ccccc1S(=O)(=O)c1ccccc1N	i	i	i	-1	-8	-3	i	i	i	i	i
Cc1cc(C(=O)OCC(=O)c2c(N)n(C)c(=O)n(C)c2=O)c(C)n1-c1ccccc1	i	i	i	7	-5	0	i	i	i	i	i
c1ccc(-c2nc3ccccc3nc2-c2ccccn2)nc1	i	i	i	2	-9	2	i	i	i	i	i
COc1cc(CN2CCN(C(=O)CC(C)C)CC2)c([N+](=O)[O-])cc1OC	i	i	i	-7	-5	6	i	i	i	i	i
Cc1ccc(S(=O)(=O)N(C)c2c(C)ccc(S(=O)(=O)NC(C)(C)C)c2C)cc1	i	i	i	3	-3	11	i	i	i	i	i
COc1ccccc1NC(=O)CSc1nc2ccccc2c(=O)n1CC1CCCO1 (centres undefined)	i	i	i	-2	-11	2	i	i	i	i	i
CCN1CCCC1CNC(=O)c1ccc2c(=O)n(CCOC)c(=O)[nH]c2c1 (centres undefined)	i	i	i	-4	-7	1	i	i	i	i	i
O=C(NC1CCCC1)c1cc(S(=O)(=O)N2CCOCC2)c(Cl)cc1Cl	i	i	i	1	-20	3	i	i	i	i	i
Nc1c(C(=O)NCc2ccco2)nnn1CC(=O)Nc1ccc2c(c1)OCO2	i	i	i	13	-13	-8	i	i	i	i	i
O=C(NC1CCCC1)C(c1ccccn1)N(C(=O)c1csnn1)C1CCCC1 (centres undefined)	i	i	i	-12	-13	-3	i	i	i	i	i
COc1ccc(CCNC(=O)c2cccnc2SC)cc1	i	i	i	x	-7	-2	i	i	i	i	i
O=C(NCc1ccco1)c1nc(-c2ccccc2)n(-c2ccccc2)n1	i	i	i	-6	-2	3	i	i	i	i	i
COc1ccc(CC(=O)Nc2cccc(C(=O)O)c2C)cc1	i	i	i	8	-7	-4	i	i	i	i	i
CSc1ccc(/C=N\Nc2nncn2N)cc1	i	i	i	6	-4	16	i	i	i	i	i
COc1ccc(-c2cc(=O)oc3cc(OC(C)C(=O)NC(Cc4c[nH]c5ccc(O)cc45)C(=O)O)ccc23)cc1 (centres undefined)	i	i	i	-1	-2	4	i	i	i	i	i
O=C(NCc1ccco1)C(=O)c1c[nH]c2ccccc12	i	i	i	4	-8	0	i	i	i	i	i
O=C(COc1ccccc1)N1CCN(S(=O)(=O)c2cccc([N+](=O)[O-])c2)CC1	i	i	i	x	-9	-3	i	i	i	i	i
COc1ccc(CCN=Cc2ccccc2O)cc1OC	i	i	i	2	-11	-5	i	i	i	i	i
CC1CCCCN1c1nnc(NC(=O)c2cc(-c3ccc(Br)cc3)on2)s1 (centres undefined)	i	i	i	1	-8	2	i	i	i	i	i
Cc1ccnc(N2CCC(C(=O)NCc3ccc4c(c3)OCO4)CC2)n1	i	i	i	12	-12	5	i	i	i	i	i
Cc1noc(NS(=O)(=O)c2ccc(NC(=O)COc3ccccc3)cc2)c1C	i	i	i	-9	-8	3	i	i	i	i	i
CCOC(=O)c1[nH]c(C)c(C(=O)Nc2ccccc2F)c1C	i	i	i	-2	-3	1	i	i	i	i	i
Cc1cc(C)n(-c2ccc(Cl)c(C(=O)Nc3cc(C(F)(F)F)ccc3Cl)n2)n1	i	i	i	4	-9	-1	i	i	i	i	i
O=C(NC(=S)Nc1nc2c(s1)CCCC2)c1ccc(C(=O)c2ccccc2)cc1	i	9*	i	1	14*	5	i	i	i	i	i
Cc1ccc(S(=O)(=O)n2[nH]c(=O)c(CCO)c2C)cc1	i	i	i	0	-5	-3	i	i	i	i	i
CN1CCN(CCC(=O)Nc2ccc(F)c(F)c2)CC1	i	i	i	-6	-12	0	i	i	i	i	i
O=C(CNC1CCN(Cc2ccccc2)CC1)Nc1ccc(S(=O)(=O)N2CCCCC2)cc1	i	i	i	-3	-11	-3	i	i	i	i	i
Cc1nc(SCC(=O)Nc2c(C)n(C)n(-c3ccccc3)c2=O)nc(C)c1C	i	i	i	0	-9	-5	i	i	i	i	i
CCc1ccc(C(=O)N2CCN(c3ccc(NC(=O)c4cccnc4)cc3)CC2)cc1	i	i	i	0	-8	-3	i	i	i	i	i

Structures above that bear a hit mark in KCNQ1 pot:
Molecule	KCNQ1 block	KCNQ1 pot	TMEM16A act	Dyrk1A ADPGlo	HDAC3 inhib	TRPC4 potent	KCNK3 block	TRPC4 act	KCNK9 inh
O=C(NC(=S)Nc1nc2c(s1)CCCC2)c1ccc(C(=O)c2ccccc2)cc1	i	9*	i	1	5	i	i	i	i

Carrying on:
SMILES	KCNQ1 block	KCNQ1 pot	TMEM16A act	Dyrk1A ADPGlo	hERG protect	HDAC3 inhib	TRPC4 potent	ANO1 block	KCNK3 block	TRPC4 act	KCNK9 inh
COc1cccc(-c2nnc3sc(C4CCCCC4)nn23)c1	i	i	i	53*	-15	1	i	i	i	i	i
O=C(Nc1ccc(F)cc1)Nc1nnc(Cc2ccccc2)s1	i	i	i	10	-8	1	i	i	i	i	i
CC1(C)CC(NC(=O)COc2ccc(Br)cc2Cl)CC(C)(C)N1	i	i	i	6	-8	-4	i	i	i	i	i
O=C(NC1CCCC1)c1cc2cc(Br)ccc2o1	i	i	i	0	-6	-5	i	i	i	i	i
O=S(=O)(NCc1ccccc1)NCc1ccc(Cl)cc1Cl	i	i	i	-6	-12	2	i	i	i	i	i
O=C(COC(=O)c1ccccc1F)Nc1cccnc1Cl	i	i	i	-2	-1	3	i	i	i	i	i
c1ccc(CN(Cc2ccccc2)c2ncnc3c2nnn3Cc2ccccc2)cc1	i	i	i	x	-9	8	i	i	i	i	i
Cc1cccc(-n2ncc3c(Nc4c(C)n(C)n(-c5ccccc5)c4=O)ncnc32)c1	i	i	i	-4	-4	0	i	i	i	i	i
Cc1nc2ccccc2c(=O)n1-c1ccc(NS(=O)(=O)c2cc(F)ccc2F)cc1	i	i	i	1	-6	-1	i	i	i	i	i
CCCCn1cnc2c(oc3nc4c(cc32)CCCC4)c1=O	i	i	i	7	-10	-1	i	i	i	i	i
COc1ccc(C(=O)C(C)Oc2cccc(NC(=O)c3cccc([N+](=O)[O-])c3)c2)cc1 (centres undefined)	i	i	i	3	-9	-3	i	i	i	i	i
C=CCNC(=O)c1onc(CSc2ccc(F)cc2)c1C(=O)O	i	i	i	20	-6	-3	i	i	i	i	i
O=C(CNC(=O)c1ccc(Br)cc1)c1ccccc1	i	i	i	6	-7	3	i	i	i	i	i
Cc1ccc(-c2nc(CSCC(=O)Nc3cc(C)on3)c(C)o2)cc1	i	i	i	-2	-11	-10	i	i	i	i	i
CCSc1nc(=S)cc(C)[nH]1	i	24*	i	2	25*	5	i	i	i	i	i
O=c1[nH]c2ccccc2n1C1=CCCC1	i	i	i	10	-6	8	i	i	i	i	i
COC(=O)CNC(=O)CNC(=O)c1nn(-c2ccc(OC)c(OC)c2)c(=O)c2ccccc12	i	i	i	-6	-4	-4	i	i	i	i	i
O=C(COc1coc(CN2CCc3ccccc3C2)cc1=O)Nc1ccc(F)cc1	i	i	i	-3	-9	x	i	i	i	i	i
O=S(=O)(c1ccccc1)c1nc(NCc2ccccc2)sc1Cl	i	i	i	4	-11	3	i	i	i	i	i
Cc1ccc(S(=O)(=O)CCc2nnc(NC(=O)CCl)s2)cc1C	i	i	i	-2	-13	-5	i	i	i	i	i
O=C(NCc1ccccc1)N1CCN(c2ccc(F)cc2)CC1	i	i	i	-33	-10	-3	i	i	i	i	i
COc1ccc(CCNC(=O)c2ccccc2C(=O)NCCc2ccc(OC)cc2)cc1	i	i	i	-1	-6	-1	i	i	i	i	i
O=C(c1cc2ncc(Br)cn2n1)N1CCOCC1	i	i	i	6	-5	-4	i	i	i	i	i
CCNc1nc2c(c(=O)[nH]c(=O)n2C)n1CC(C)C	i	i	i	1	-1	7	i	i	i	i	i
S=c1nc(C2COc3ccccc3O2)[nH][nH]1 (centres undefined)	i	i	i	-3	-6	8	i	i	i	i	i
O=C(CSc1ccc(-c2cccnc2)nn1)Nc1ccccc1F	i	i	i	2	-2	3	i	i	i	i	i
CC1(C)N=C(N)NC(Nc2ccccc2)=N1	i	i	i	4	-13	5	i	i	i	i	i
Cc1cc(Cl)c2ccc3ccccc3c2n1	i	i	i	-8	-8	-4	i	i	i	i	i
COc1ccc(Cl)cc1NC(=O)C1CC(=O)N(C2CCCCC2)C1 (centres undefined)	i	i	i	-2	-10	-4	i	i	i	i	i
CCN(CCCNC(=O)CN1C(=O)COc2ccccc21)c1ccccc1	x	x	i	0	x	3	x	i	i	x	x
O=C(NCC(=O)N1CCOCC1)c1ccc(Cl)cc1	i	i	i	-2	-3	5	i	i	i	i	i
